# Cycloheximide cs – affects cycloheximide protein synthesis inhibition readout, counter-screen. cell reporter, cycloheximide protein synthesis inhibition counterscreen. max response, %. hit rate 12% among 300,000. AID 2314; in the data active = max response mostly above about 13%, no sharp cut-off; inactive = mostly below about 14%; also: read at 38.3 µM for the half of the compounds with a filed dose; 0% is about no effect
# FBPA Giardia inh – Giardia lamblia aldolase inhibition; purified Giardia FBPA; Potency, µM (doses to about 59.6 µM), without a hit: at the top dose activity, negative = inhibition, most hits filed as inhibitors; hit rate 0.71% among 290,000; also: potency is read from the fitted curve at half-maximal effect; % is scaled to controls: 0 for no effect and ±100 for the full control effect; nearly all actives have a fitted effect of over 55% in size
# Target sequence (A8B2U2 whole entry, looked up): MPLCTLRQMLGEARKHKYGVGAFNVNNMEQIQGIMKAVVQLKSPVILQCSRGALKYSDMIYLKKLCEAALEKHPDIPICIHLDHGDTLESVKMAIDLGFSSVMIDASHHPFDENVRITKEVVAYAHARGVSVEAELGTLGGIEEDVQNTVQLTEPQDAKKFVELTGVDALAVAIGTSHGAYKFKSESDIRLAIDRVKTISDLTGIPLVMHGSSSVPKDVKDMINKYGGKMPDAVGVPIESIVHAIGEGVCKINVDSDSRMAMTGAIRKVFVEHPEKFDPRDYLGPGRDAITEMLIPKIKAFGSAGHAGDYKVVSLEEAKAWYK
#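 40 nM FBPA preincubated 10 min at RT with compound (up to 57.5 uM final), then substrate plus GAPDH/TPI/NAD/arsenate coupling and diaphorase/resazurin added. Fluorescence read after 20 min at RT, 525/598 nm.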
# Shiga toxin inh – inhibitors of Shiga toxin in Vero cells. Vero cells, Shiga toxin protein synthesis inhibition reporter. inhibition, % at 38.7 µM. hit rate 9.2% among 290,000; in the data active = inhibition mostly above about 28%, no sharp cut-off; inactive = mostly below about 43%; also: 0% is about no effect
# Pf growth 48h – inhibits P. falciparum growth in the first generation, 48 h; P. falciparum luciferase growth in erythrocytes, 48 h; Potency, µM (series often up to 28.7 µM), without a hit: at the top dose activity change, negative = inhibition, hits mostly inhibitors; hit rate 5.9% among 310,000; also: potency is read from the fitted curve at half-maximal effect; % is scaled to controls: 0 for no effect and ±100 for the full control effect
#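 Firefly luciferase activity from engineered P. falciparum reports growth; inhibitors lower the luminescent signal. Cultures contained 2% hematocrit erythrocytes at 0.1% final parasitemia.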
# Pf growth 96h – inhibits malaria parasite growth, 96 h; hit rate 6.9% among 320,000; Potency, µM (doses to about 28.7 µM), without a hit: at the top dose activity change, negative = inhibition, most hits filed as inhibitors; AID 504834; P. falciparum luciferase reporter growth, 96 h; also: potency is read from the fitted curve at half-maximal effect; % is scaled to controls: 0 for no effect and ±100 for the full control effect
#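 Luminescence readout: decreased luciferase signal marks inhibited growth of reporter-expressing P. falciparum in infected red cells (2% hematocrit, 0.05% parasitemia final), exposed to compound two generations (96 h, 37 C, 5% CO2).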
# Sm TGR inh – S. mansoni TGR enzyme inhibition | Potency, µM (top dose mostly 114 µM), inactives show at the highest dose activity change, negative = inhibition, most hits filed as inhibitors | hit rate 3% among 360,000 | purified TGR, DTNB reduction, TNB absorbance 405 nm | AID 485364; also: potency is read from the fitted curve at half-maximal effect; % is scaled to controls: 0 for no effect and ±100 for the full control effect; nearly all actives have a fitted effect of over 60% in size
#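 First, TGR (20 nM dispensed) and NADPH were mixed with compound. Second, a 15 min room-temperature incubation followed. Third, further NADPH and then DTNB were added to start the reaction. Finally, TNB absorbance was monitored kinetically.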
# Active calls of the source: *; i = inactive; u = inconclusive; x = not tested or not shown; & = joins results of further samples; [ ] = another dose, or the depositor's remark. Unless noted, calls follow the shape of the dose curve; as a rule, active = well fitted curve in the direction sought with a large enough effect; inconclusive = small, poorly fitted or top-dose-only effect, or another doubt; inactive = no such curve, though single readings can be large; an effect the other way counts as inactive or inconclusive.
SMILES,Cycloheximide cs,FBPA Giardia inh,Shiga toxin inh,Pf growth 48h,Pf growth 96h,Sm TGR inh
O=C(Nc1nnc(C2CC2)s1)c1cc2ccccc2o1,x,x,x,118%[activator],94%[activator],3%
Cc1cccc(NC(=O)c2csnn2)n1,4,-1%,50,6%,4%,9%
O=C(/C=C/c1ccco1)N1CCN(S(=O)(=O)c2cccs2)CC1,-2,-1%,15,u,u,3.5µM*
Cc1cc([N+](=O)[O-])ccc1Nc1nc2ccccc2n2cnnc12,6,4%,3,6%[0.00184 µM],-10%,2%
Nc1nc(SCC(=O)Nc2ccc(OC(F)(F)F)cc2)[nH]c(=O)c1NC(=O)c1ccc(Br)o1,-3,x,-3,17%,45%[activator],2%
Cc1cc(C2=NNC(=Nc3ccccc3)SC2)c(C)n1C,35*,-14%,69*,-23%,-8%,-8%
CCCOc1ccc(Cc2c(O)nc(SC)[nH]c2=O)cc1C,1,-16%,x,-5%,-14%,3%
CN(C(=O)COC(=O)c1cccc(S(=O)(=O)N(C)c2ccccc2)c1)C1CCCCC1,x,x,x,-19%,-17%,2%
CCN(Cc1ccccc1)C(=O)CCNS(=O)(=O)c1ccc2c(c1)CC(C)N2C(C)=O (configuration not stated),11,-3%,1,8%,u,-14%&2%
CC1Cc2ccccc2N1Cc1ccc([N+](=O)[O-])cc1 (configuration not stated),-6,-16%,-10,u,u,-2%
Cc1ccc(NC(=O)Cn2c(O)c(N=NC(=O)c3cc4ccccc4cc3O)c3ccccc32)cc1,9,-17%,-4,26%,-29%,-5%
Cc1cccc(C(=O)NNC(=O)CN2C(=O)c3ccccc3C2=O)c1,1,-2%,27,6%,-23%,0%
COc1ccc(OC)c(NC(=O)N2CCCc3ccccc32)c1,25*,7%,30,24%,-24%,-33%
CCOC(=O)C1CCCN(S(=O)(=O)c2cc(Br)cc3c2N(C(=O)C2CC2)CC3)C1 (configuration not stated),2,5%,-27,3.3µM*,36%[activator],0%
O=c1c([N+](=O)[O-])cccn1Cc1cccc(Cl)c1,-1,-3%,3,-4%,37%[activator],-11%
N#CC(Cc1ccc(OC(F)F)cc1)c1nc2ccccc2[nH]1 (configuration not stated),26*,1%,66*,-18%,-58%,-10%
Cc1nn(Cc2ccccc2)c(C)c1C(=O)OCC(=O)NCc1ccco1,-2,6%,-5,x,-44%,4%
O=C1CN=C(Nc2cccc(C(F)(F)F)c2)N1C1CCCC1,-4,-16%,-5,-14%,-2%,-10%
COc1ccc(C)cc1NC(=O)CCN1CC(C)OC(C)C1 (configuration not stated),-3,-5%,-8,u,24%,4%
Cc1cccc(N2CCN(C(=O)CS(=O)(=O)Cc3nc(-c4ccccc4F)oc3C)CC2C)c1 (configuration not stated),-2,0%,0,u,51%[activator],-24%
CCOc1ccc2[nH]c(O)c(NC(C)=O)c2c1,-3,-3%,-5,10%,1%,-9%
OCCC1CN(Cc2cccn2-c2ncccn2)CCN1Cc1ccc(F)cc1 (configuration not stated),-1,5%,-15,u,u,-23%
O=C(O)CSCC(=O)c1ccccc1,12,-2%,23,18%,-17%,-8%
CCOC(=O)c1oc2ccc(S(=O)(=O)n3nc(-c4ccccc4)cc3N)cc2c1C,-3,1%,-8,x,u,8%
Cn1c2ccccc2c2c(C(=O)NCC3CCCO3)cn(C3CCCC3)c(=O)c21 (configuration not stated),-1,-14%,-4,u,4.1µM*,-25%

# Next entries follow.
SMILES,Cycloheximide cs,FBPA Giardia inh,Shiga toxin inh,Pf growth 48h,Pf growth 96h,Sm TGR inh
COc1cc(OC)cc(C(=O)N2CCC3(CC2)NCCc2[nH]cnc23)c1,-12,x,-3,9%,-24%,-10%
CC(C)CCNC(=O)NC(=O)COc1ccccc1C#N,19*,1%,30*,27%,5%,-2%
COc1ccc(N2CCN(CC(=O)c3ccc(O)c(C)c3O)CC2)cc1,-1,-5%,-8,u,u,u
Cc1noc(C)c1C(=O)N(CC(=O)NC1CCCC1)Cc1ccccc1F,-2,1%,6,-19%,-4%,-12%
COC(=O)/C(=C1/Oc2ccc(C)cc2S1)C(F)(F)F,25*,2%,57*,36%[activator],u,6%
Cc1ccccc1OCc1nc2ccccc2n1C,32*,11%,x,125%[activator],12%,23%
COc1ccc(C(=O)CSc2ccc3nnc(-c4cccnc4)n3n2)cc1,-3,2%,-14,1%,46%[activator],14%
CCCCCC1CC(CC(=O)Nc2ccc([N+](=O)[O-])cc2)OC1=O (configuration not stated),1,-3%,-1,-11%,21%,-7%
O=C(CSc1ncnc2c1cnn2CCO)Nc1cccc(C(F)(F)F)c1,-1,-10%,-3,-8%,-2%,1%
CC(Sc1nnc(COc2ccc(Cl)cc2)n1-c1ccccc1)C(=O)O (configuration not stated),-3,17%,x,8%,u,3%
Cc1ccc(NC(=O)C(C)c2ccc(-c3ccccc3)c(F)c2)c(C)c1 (configuration not stated),8,0%,-12,0%,x,3%
COc1ccccc1C(=O)OCC(=O)NC(C)CCc1ccccc1 (configuration not stated),2,1%,-4,-3%,0%,33%
COc1ccc(-c2c(C)c3cc(O)ccc3oc2=O)cc1,18*,2%,24,u,u,-3%
CC1CCCN(c2ccc(C(=O)OCC(=O)N3c4ccccc4Sc4ccccc43)cc2[N+](=O)[O-])C1 (configuration not stated),-4,5%,-4,u,u,-8%
C=CCN(c1ccc(C(=O)Nc2ccc(C)c(C)c2)cc1)S(C)(=O)=O,19*,-2%,36,30%[activator],18%,-2%
COC(=O)C(F)(Sc1c(C)n(C)n(-c2ccccc2)c1=O)C(F)(F)F (configuration not stated),-4,-2%,-8,3%,12%,-24%
CC(=O)Nc1ccc(NC(=O)Cn2cnc(S(=O)(=O)N3CCOCC3)c2)cc1,-6,x,-4,13%,3%,-1%
COc1ccc(CNC(=O)c2sccc2-c2ccccc2)cc1OC,-3,x,-16,-1%,u,3%
O=C1C=C(c2ccc(Oc3ccccc3)cc2)C[C@@H](c2ccc3c(c2)OCO3)C1,x,x,x,1%,-11%,7%
CCOc1ccc(CCNC(=O)COC(=O)CSc2ccccc2C)cc1OCC,1,x,0,u,u,3%
CCn1c(=O)cc(C(F)(F)F)[nH]c1=S,-1,-26%,-4,u,28%,-16%
C=CCOc1ccc(/C=C/C(=O)OCC(=O)N(C)CC(=O)Nc2ccccc2Cl)cc1,x,x,x,-1%,10%,1%
O=C(NCc1cccc(Cl)c1)c1cc(COc2ccc3ncccc3c2)on1,-2,2%,-10,8%,u,7%
Cc1cc(C(=O)NC2CCCCC2C)c2ccccc2n1 (configuration not stated),4,x,-6,5%,u,-20%
CCOc1ncccc1C(=O)OCC(=O)Nc1c(C)cc(C)cc1C,-2,-1%,41,7%,x,-17%

# Later entries:
SMILES,Cycloheximide cs,FBPA Giardia inh,Shiga toxin inh,Pf growth 48h,Pf growth 96h,Sm TGR inh
COC(=O)c1cc(OC)c(OC)cc1NC(=O)CN1CCOCC1,-3,-3%,-12,11%,2%,5%
Cn1c(SCC(=O)Nc2ccc(NC(=O)c3ccccc3F)cc2)nnc1-c1ccncc1,-1,x,4,13%,u,8%
COC(=O)c1c(NC(=O)CSc2nnnn2-c2ccc3c(c2)OCO3)sc(C)c1C,-7,0%,-22,-2%,u,-15%
Cc1cc(C)nc(N2CCC(C(=O)Nc3ccc(Oc4ccccc4)cc3)CC2)n1,-2,-3%,-2,-8%,12µM*,-8%
COc1ccc(-c2noc(CCN3C(=O)c4ccccc4C3=O)n2)cc1OC,-2,-1%,-3,13%,38%[activator],-12%
CCOc1ccccc1NS(=O)(=O)N(C)C,-3,-27%,-19,x,13µM*,2%
CCCN1C(=O)c2ccccc2NC1c1ccc(Br)cc1 (configuration not stated),1,-7%,2,u,-1%,0%
Cc1cc(=O)oc2cc(OCC(=O)N3CC(C)OC(C)C3)ccc12 (configuration not stated),-9,2%,-15,x,-5%,0%
CCOC(=O)C1=C(C)N(c2ccc(OC)cc2)C(=O)/C1=C\c1ccc(O)c(OCC)c1,1,u,23,u,-20%,4.5µM*
O=P(O)(C(O)c1ccccc1)C(O)c1ccccc1 (configuration not stated),x,x,x,u,64%[activator],2%
O=C(c1ccc(Cl)cc1)C1CCCN(Cc2ccon2)C1 (configuration not stated),-1,1%,-5,-9%,u,0%
Cc1cc(C)c(S(C)(=O)=O)c(N(C)NC(=O)c2c(F)cccc2F)n1,-2,-1%,2,x,28%,1%
O=C(CNCc1cccs1)Nc1cc(S(=O)(=O)N2CCCC2)ccc1Cl,2,8%,4,-42%,-3%,12%
O=C(Nc1ccccc1Cl)N(Cc1nc2ccccc2c(=O)[nH]1)Cc1cccs1,2,-3%,-5,u,u,-13%
O=C(O)c1csc(-c2ccccc2)n1,0,-1%,-5,104%[activator],57%[activator],5%
CCCCn1c(NCc2ccccc2O)nc2ccccc21,11,4%,20,u,54%[activator],0%
COP(=O)(OC)C(Nc1cc(Cl)cc(Cl)c1)c1cccc(O)c1 (configuration not stated),-5,0%,-3,-1%,i,x
COc1ccccc1C/C(N)=N/OC(=O)COc1ccc2ccccc2c1,-3,-4%,-9,-2%,5%,0%
CCc1ccc(CN(C)Cc2nc(COc3ccccc3)no2)nc1,7,-1%,-2,-4%,u,x
O=C(Cn1cccc1C(=O)c1ccccc1)NCCC1=CCCCC1,-1,9%,9,-12%,0%,-2%
O=S(NCc1ccco1)C12CC3CC(CC(C3)C1)C2 (configuration not stated),-1,-12%,-4,-22%,-13%,22µM*
Cc1cc(C)c2c(n1)sc1c(=O)n(Cc3ccc(F)cc3)cnc12,1,3%,30,u,-15%,9%

# 2 successive compounds from above, quoted:
SMILES,Cycloheximide cs,FBPA Giardia inh,Shiga toxin inh,Pf growth 48h,Pf growth 96h,Sm TGR inh
O=S(NCc1ccco1)C12CC3CC(CC(C3)C1)C2 (configuration not stated),-1,-12%,-4,-22%,-13%,22µM*
Cc1cc(C)c2c(n1)sc1c(=O)n(Cc3ccc(F)cc3)cnc12,1,3%,30,u,-15%,9%

# In the list so far, these contain four or more nitrogen atoms.
SMILES,Cycloheximide cs,FBPA Giardia inh,Shiga toxin inh,Pf growth 48h,Pf growth 96h,Sm TGR inh
Cc1cccc(NC(=O)c2csnn2)n1,4,-1%,50,6%,4%,9%
Cc1cc([N+](=O)[O-])ccc1Nc1nc2ccccc2n2cnnc12,6,4%,3,6%[0.00184 µM],-10%,2%
Nc1nc(SCC(=O)Nc2ccc(OC(F)(F)F)cc2)[nH]c(=O)c1NC(=O)c1ccc(Br)o1,-3,x,-3,17%,45%[activator],2%
Cc1cc(C2=NNC(=Nc3ccccc3)SC2)c(C)n1C,35*,-14%,69*,-23%,-8%,-8%
Cc1ccc(NC(=O)Cn2c(O)c(N=NC(=O)c3cc4ccccc4cc3O)c3ccccc32)cc1,9,-17%,-4,26%,-29%,-5%
OCCC1CN(Cc2cccn2-c2ncccn2)CCN1Cc1ccc(F)cc1 (configuration not stated),-1,5%,-15,u,u,-23%
COc1cc(OC)cc(C(=O)N2CCC3(CC2)NCCc2[nH]cnc23)c1,-12,x,-3,9%,-24%,-10%
COc1ccc(C(=O)CSc2ccc3nnc(-c4cccnc4)n3n2)cc1,-3,2%,-14,1%,46%[activator],14%
O=C(CSc1ncnc2c1cnn2CCO)Nc1cccc(C(F)(F)F)c1,-1,-10%,-3,-8%,-2%,1%
CC(=O)Nc1ccc(NC(=O)Cn2cnc(S(=O)(=O)N3CCOCC3)c2)cc1,-6,x,-4,13%,3%,-1%
Cn1c(SCC(=O)Nc2ccc(NC(=O)c3ccccc3F)cc2)nnc1-c1ccncc1,-1,x,4,13%,u,8%
COC(=O)c1c(NC(=O)CSc2nnnn2-c2ccc3c(c2)OCO3)sc(C)c1C,-7,0%,-22,-2%,u,-15%
Cc1cc(C)nc(N2CCC(C(=O)Nc3ccc(Oc4ccccc4)cc3)CC2)n1,-2,-3%,-2,-8%,12µM*,-8%
O=C(Nc1ccccc1Cl)N(Cc1nc2ccccc2c(=O)[nH]1)Cc1cccs1,2,-3%,-5,u,u,-13%
CCc1ccc(CN(C)Cc2nc(COc3ccccc3)no2)nc1,7,-1%,-2,-4%,u,x

# Assay outcomes as filed in PubChem BioAssay.
